bovine MsrA act: activators of bovine methionine sulfoxide reductase A. purified bovine MsrA, absorbance read-out. activation, % at 10.6 µM. hit rate 0.3% among 360,000. AID 602163; in the data active = activation above about 7.5%;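 note: 0% = vehicle and 100% = reference activator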
Neddylation inh: inhibitors of human cullin neddylation; P61081+Q13564; hit rate 0.58% among 360,000; TR-FRET cullin neddylation, biochemical; calls only at 25 µM; in the data active = inhibition above about 36%
Target sequence (P61081 whole entry, looked up): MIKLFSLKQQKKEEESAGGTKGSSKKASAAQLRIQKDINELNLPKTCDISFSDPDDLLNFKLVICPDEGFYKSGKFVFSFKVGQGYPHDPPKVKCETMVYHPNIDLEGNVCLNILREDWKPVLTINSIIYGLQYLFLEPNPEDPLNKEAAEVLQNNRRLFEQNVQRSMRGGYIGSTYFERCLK
Target sequence (Q13564 whole entry, looked up): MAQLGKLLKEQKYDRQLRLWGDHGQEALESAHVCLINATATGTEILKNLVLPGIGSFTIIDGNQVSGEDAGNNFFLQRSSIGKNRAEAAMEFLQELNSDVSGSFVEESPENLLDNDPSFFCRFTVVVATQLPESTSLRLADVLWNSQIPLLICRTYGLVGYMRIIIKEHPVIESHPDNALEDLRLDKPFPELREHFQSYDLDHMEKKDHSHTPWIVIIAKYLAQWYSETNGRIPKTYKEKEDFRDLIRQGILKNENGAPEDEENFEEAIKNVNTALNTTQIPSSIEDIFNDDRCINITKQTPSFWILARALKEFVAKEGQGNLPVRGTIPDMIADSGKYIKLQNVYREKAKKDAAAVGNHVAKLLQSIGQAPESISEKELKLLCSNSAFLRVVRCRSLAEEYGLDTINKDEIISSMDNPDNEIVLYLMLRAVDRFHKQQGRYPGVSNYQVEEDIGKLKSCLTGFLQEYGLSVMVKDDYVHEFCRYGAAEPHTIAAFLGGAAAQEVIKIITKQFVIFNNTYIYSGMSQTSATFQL
CendR NRP1 mod: modulators of CendR peptide binding to human neuropilin-1 | O14786 | FAM-RPARPAR peptide binding to NRP-1, fluorescence polarization | inhibition, % at 25 µM | hit rate 0.85% among 360,000 | AID 602438;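 active = inhibition or corrected inhibition above about 18%, plus a signal ratio from 0.5 to 1.5, limit read from the data, passing the limit was not always enough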; note: strong numbers were not always called active
E coli Lon inh: E. coli protease La inhibition. AID 602123. purified E. coli Lon protease, fluorescence polarization. inhibition, % at 7.94 µM. hit rate 0.42% among 360,000; in the data active = inhibition above about 13%, passing the limit was not always enough;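 note: 0% = enzyme with probe and DMSO and 100% = no enzyme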
SKN-1 block: inhibitors of C. elegans SKN-1; C. elegans VP596 Pgst-4::GFP/RFP ratio, acrylamide-induced, 24 h; inhibition, % at 21.8 µM; hit rate 0.49% among 360,000; AID 624304;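 active = interference check ratio from 0.5 to 1.5 plus GFP to RFP signal ratio inhibition reaching or exceeding a fixed threshold, cut at about 30% in these data, passing the limit was not always enough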; note: some compounds called inactive have numbers as strong as hits
MLLE-PAM2 inh: blocks PAM2 peptide binding to the PABP1 MLLE domain. GST-MLLE / FITC-PAM2 fluorescence polarization. inhibition, % at 20 µM. hit rate 0.36% among 360,000. AID 588489; in the data active = inhibition above about 35%, passing the limit was not always enough;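 note: plate controls were DMSO wells with GST-MLLE for no effect and wells lacking GST-MLLE protein for full effect; some results filed as inactive read as strong as hits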
MT1-MMP act inh: blocks activation of human MT1-MMP | HT1080 RFP-PRO-GFP cells, GFP/RFP ratio fluorescence, overnight; percent of plate control window, DMSO zero | GFP/RFP ratio change, % at 20 µM | hit rate 0.061% among 360,000;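 active = GFP/RFP ratio change of at least 30% with cell ATP level not reduced by more than half and red fluorescence within 50% of control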; note: strong numbers were not always called active
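Material – HT1080 RFP-PRO-GFP cells · Control set – DMSO wells and RFP-L50D-GFP cells · Incubation – overnight cell settling, then overnight compound exposure, 37 °C, 5% CO2 · Compound dosing – single-point 20 µM compound, 1% DMSO · Read-out – GFP/RFP fluorescence ratio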
FAS TE block: FAS thioesterase (human) inhibition. P49327. recombinant FAS-TE, OMFH fluorogenic substrate, fluorescence endpoint. inhibition, % at 15 µM. hit rate 0.67% among 360,000. AID 602261;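 active = compounds whose normalised, plate-corrected inhibition of enzyme fluorescence in the single-dose primary screen is 50% or more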;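 note: 0% = DMSO with enzyme and 100% = substrate without enzyme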
Rin1 Abl inh: human Rin1-Abl interaction inhibition. P00519+Q13671. TR-FRET Rin1/Abl binding, biochemical. inhibition, % at 7.35 µM. hit rate 0.4% among 360,000; in the data active = inhibition above about 5%, passing the limit was not always enough
* marks the source's active call; other numbers are inactive results; i = inactive; x = not tested or not shown; & = joins results of further samples. No enrichment for hits. Share with any hit: about 4%.

(1) CCn1c(SCC(=O)Nc2sc3c(c2C#N)CCCC3)nnc1-c1ccncc1
(2) Cc1ccc(C(=O)C[n+]2cc(-c3ccccc3)n3c2CCCCC3)cc1
(3) Cc1ccccc1OCC(=O)OCC(=O)Nc1ccc(Cl)cn1
(4) Cc1ccc(CN2CCN(Cc3c(C)nn(C(C)C)c3C)CC2CCO)o1 (configuration not stated)
(5) Cc1nn(-c2ccccc2)c(Oc2ccc(F)cc2)c1/C=N/n1cnnc1
(6) Oc1c(CN2CCCC(C(F)(F)F)C2)cc(Cl)c2ccccc12 (configuration not stated)
Compound,1,2,3,4,5,6
FAS TE block,4,-10&-7,-3,-5,-7,21
MLLE-PAM2 inh,-3,2&-10,-6,8,-5,18
SKN-1 block,25,6&4,9,5,14,4
Neddylation inh,i,i,i,i,i,i
CendR NRP1 mod,21,6&-18,3,18*,3,2
Rin1 Abl inh,-1,0&2,-2,1,1,2
bovine MsrA act,0,-6&-1,-3,-5,-2,1
MT1-MMP act inh,-5,-15&-5,-2,-2,3,-11
E coli Lon inh,1,-11&-5,-4,-8,-7,-3

(7) COc1ccc(N(CC(=O)NC2CCCC2)S(=O)(=O)c2ccc(NC(C)=O)cc2)cc1
(8) CCOC(=O)c1c(NC(=O)c2cccs2)sc2c1CCCC2
(9) CC(OC(=O)C1=COCCO1)C(=O)Nc1ncc(Cl)cc1Cl (configuration not stated)
(10) COc1ccc(C(C(=O)NCC2CCCO2)N(C(=O)CNC(=O)c2cccs2)c2ccc(NC(C)=O)cc2)cc1OC (configuration not stated)
(11) C/C(CC(=O)Nc1cccc(Cl)c1Cl)=N\NC(=O)C(=O)N1CCCC1
(12) Clc1ccc(-n2cc(-c3ccc(Br)cc3)[n+]3c2CCCCC3)cc1
Compound,7,8,9,10,11,12
FAS TE block,-1,7,-6,-3,-5,-2
MLLE-PAM2 inh,12,6,8,-5,-7,-4
SKN-1 block,-19,-1,-12,6,14,7
Neddylation inh,i,x,i,i,i,i
CendR NRP1 mod,10,3,-3,0,1,4
Rin1 Abl inh,0,-1,2,4,-3,0
bovine MsrA act,-3,-3,-1,5,-2,-2
MT1-MMP act inh,-1,-6,0,-2,-1,2
E coli Lon inh,-2,-2,-8,-1,7,-9

Values in list order from the list.
Nos. 7–12 in SKN-1 block, in turn: -19, -1, -12, 6, 14, 7
Nos. 7–12 in bovine MsrA act, in turn: -3, -3, -1, 5, -2, -2

Remaining list, next part:
(13) COc1ccc(OC)c(NC(=O)CCN2CC(C)CC(C)C2)c1 (configuration not stated)
(14) Cc1ccccc1NC(=O)COC(=O)c1cc[n+]([O-])cc1
(15) CCc1nnc(SCC(=O)Nc2ccc(N3CCN(S(C)(=O)=O)CC3)cc2)o1
(16) COc1ccccc1CN(C(=O)CCl)C(C(=O)NC1CCCCC1)c1ccncc1 (configuration not stated)
(17) CCc1nc2ccc(C(=O)Nc3ccc4c(c3)OCO4)cc2nc1CC
(18) COC(=O)Nc1ccc(S(=O)(=O)N2CCCC(C(=O)N3CCC(C)CC3)C2)cc1 (configuration not stated)
Compound,13,14,15,16,17,18
FAS TE block,-2,-6,-3,-21,13,3
MLLE-PAM2 inh,-3,9,7,16,-8,7
SKN-1 block,27,3,15,18,6,5
Neddylation inh,i,i,i,i,i,i
CendR NRP1 mod,-4,-2,-10,-7,-6,5
Rin1 Abl inh,-2,-2,-2,-2,-5,2
bovine MsrA act,0,-3,-3,-2,-3,-1
MT1-MMP act inh,-1,-1,0,-14,0,2
E coli Lon inh,-4,-14,13,25*,-2,-1

Complete entries as entered above:
Profile of CCc1nc2ccc(C(=O)Nc3ccc4c(c3)OCO4)cc2nc1CC : FAS TE block = 13; MLLE-PAM2 inh = -8; SKN-1 block = 6; Neddylation inh = i; CendR NRP1 mod = -6; Rin1 Abl inh = -5; bovine MsrA act = -3; MT1-MMP act inh = 0; E coli Lon inh = -2
Profile of Cc1nn(-c2ccccc2)c(Oc2ccc(F)cc2)c1/C=N/n1cnnc1 : FAS TE block = -7; MLLE-PAM2 inh = -5; SKN-1 block = 14; Neddylation inh = i; CendR NRP1 mod = 3; Rin1 Abl inh = 1; bovine MsrA act = -2; MT1-MMP act inh = 3; E coli Lon inh = -7
Profile of COc1ccc(N(CC(=O)NC2CCCC2)S(=O)(=O)c2ccc(NC(C)=O)cc2)cc1 : FAS TE block = -1; MLLE-PAM2 inh = 12; SKN-1 block = -19; Neddylation inh = i; CendR NRP1 mod = 10; Rin1 Abl inh = 0; bovine MsrA act = -3; MT1-MMP act inh = -1; E coli Lon inh = -2

Next part
(19) CC(NC(=O)Nc1ccccn1)N1C(=O)C2C3C=CC(C3)C2C1=O (configuration not stated)
(20) Cc1cccc(NC(=O)c2ccoc2C)n1
(21) CN(CC(=O)Nc1ccc(F)cc1)C(=O)c1cccc(S(=O)(=O)N2CCN(c3ccc(F)cc3)CC2)c1
(22) O=C(O)CCC(=O)N1CCc2cc(S(=O)(=O)N3CCCCC3)ccc21
(23) Cn1cnnc1SCC(=O)c1cc2ccccc2o1
(24) CN1CCc2ccccc2C1C1CCNCC1 (configuration not stated)
Compound,19,20,21,22,23,24
FAS TE block,-5,-3,16,-4,-6,-6
MLLE-PAM2 inh,-3,8,-1,1,-39,0
SKN-1 block,-6,-4,14,0,-3,6
Neddylation inh,i,i,i,i,i,i
CendR NRP1 mod,-7,-4,0,-5,2,-7
Rin1 Abl inh,-6,-2,-3,0,-6,2
bovine MsrA act,-5,-3,-2,-2,-5,-1
MT1-MMP act inh,-1,-1,-7,-3,0,-6
E coli Lon inh,-3,-1,13,-1,-4,-2

(25) CCOc1ccccc1NC(=S)C(=C([O-])c1ccc2c(c1)OCCO2)[n+]1ccc(CC)cc1
(26) COc1ccc(C(=O)NCC(=O)c2ccccc2)cc1
(27) CCOc1ccc(NC(=O)c2ccc3c(=O)n4c(nc3c2)CCCCC4)cc1
(28) O=S(=O)(NCCc1csc(-c2cccnc2)n1)c1cc(F)ccc1F
(29) Cn1c(=O)c2c(ncn2CC(=O)OCC(=O)Nc2cc(Cl)ccc2Cl)n(C)c1=O
(30) COc1ccc(CNC(=O)c2ccc(C(C)(C)C)cc2)cc1
Compound,25,26,27,28,29,30
FAS TE block,-4,-6,2,-1,-8,-3
MLLE-PAM2 inh,10,-6,7,10,-3,7
SKN-1 block,1,-1,17,2,7,-12
Neddylation inh,i,i,i,i,i,i
CendR NRP1 mod,-8,12,1,-4,10,2
Rin1 Abl inh,4,3,-1,-5,-4,0
bovine MsrA act,-6,-2,-1,-1,0,-2
MT1-MMP act inh,-2,-3,2,-3,-3,5
E coli Lon inh,-11,4,7,-12,-5,-19

(31) CC1=C(C(=O)N2CCCC(N3CCN(c4ccccc4F)CC3)C2)OCCO1 (configuration not stated)
(32) CCC1NC(=O)c2cc3ccccc3cc2-n2c1nc1ccc(OC)cc1c2=O (configuration not stated)
(33) O=C(COc1cccnc1[N+](=O)[O-])Nc1ccc2c(c1)OC(F)(F)O2
(34) CNc1oc(-c2cccs2)nc1C#N
(35) CSc1ccc(C(=O)/C=C/c2ccc(N)cc2)cc1
(36) CCOc1ccc2[nH]cc(S(=O)(=O)c3ccc(Cl)cc3)c(=O)c2c1
Compound,31,32,33,34,35,36
FAS TE block,-5,-3,36,-1,1,2
MLLE-PAM2 inh,-11,13,-13,-4,-4,0
SKN-1 block,4,-2,11,-8,18,-1
Neddylation inh,i,i,i,x,i,i
CendR NRP1 mod,0,3,-25,10,-43,4
Rin1 Abl inh,2,0,-1,-7,-6,1
bovine MsrA act,0,-2,-4,-19,-4,-2
MT1-MMP act inh,2,3,1,1,-1,-6
E coli Lon inh,17,-2,-7,12,-17,-4

(37) CCCCC(=O)N(CCC)CCC
(38) CN(C)CCN(Cc1ccccc1)C(c1cc2ccccc2o1)c1nnnn1C(C)(C)C (configuration not stated)
(39) O=C(NCCc1nc2ccccc2[nH]1)c1ccco1
(40) CCN(CC)S(=O)(=O)c1cc(NC(=O)CNc2cccc(S(=O)(=O)N3CCCC3)c2)ccc1C
(41) Cc1cc(NC(=O)C(C)C)n(-c2nc3ccccc3s2)n1
(42) C/C(=N\NC(=O)c1nnn(-c2nonc2N)c1-c1cccs1)c1ccncc1
Compound,37,38,39,40,41,42
FAS TE block,-8,-12,-7,9,5,-2
MLLE-PAM2 inh,2,x,-4,4,-6,5
SKN-1 block,18,8,26,3,2,-19
Neddylation inh,i,i,i,i,i,i
CendR NRP1 mod,3,0,-3,-4,-4,0
Rin1 Abl inh,3,x,1,3,3,2
bovine MsrA act,-2,-1,-3,-3,-3,-2
MT1-MMP act inh,2,4,3,4,-3,-9
E coli Lon inh,-3,0,7,-4,-6,-9

(43) O=C(CS(=O)(=O)c1ccc(F)cc1)N1CCOCC1
(44) COc1ccc(CSc2nnnn2-c2ccc(C(N)=O)cc2)cc1[N+](=O)[O-]
(45) COc1ccccc1CNCc1ccc(OC)c2ccccc12
(46) Cc1cc(-c2ccc(F)cc2)nc2cc(C(N)=O)nn12
(47) CC(C)c1nc(C(N)=O)c2[nH]c(=O)n(-c3ccc(F)cc3)c2n1
(48) O=C(C/C=N\O)Nc1ccc(Oc2ccccc2)cc1
Compound,43,44,45,46,47,48
FAS TE block,-7,-3,-5,-5,-1,-23
MLLE-PAM2 inh,-3,-17,5,-9,13,5
SKN-1 block,13,-11,-3,1,8,-1
Neddylation inh,i,i,i,x,i,i
CendR NRP1 mod,11,-10,-3,26*,-4,-10
Rin1 Abl inh,2,-2,-4,0,-2,4
bovine MsrA act,-1,-7,-1,-1,-2,-12
MT1-MMP act inh,1,0,2,-8,0,6
E coli Lon inh,-3,-11,1,-5,-4,1

(49) COCCOc1ccc(C(F)(F)F)cc1NC(=O)c1ccc(C)cc1
(50) O=C(CN1C(=O)NC2(CCCC2)C1=O)Nc1cc(S(=O)(=O)N2CCOCC2)ccc1OCC(F)(F)F
(51) CS(=O)(=O)N(CC(=O)NCc1ccncc1)Cc1ccc(Cl)cc1
(52) O=[N+]([O-])c1ccccc1N/N=C1\CC2CC=CC12 (configuration not stated)
(53) CCOC(=O)N1CCN(CC(=O)Nc2nccs2)CC1
(54) CCOC(=O)c1sc(NC(=O)c2ccccc2OCC)nc1C
(55) CCc1nnc(NC(=O)CCS(=O)(=O)c2ccccc2)s1
(56) COC(=O)c1cc(S(=O)(=O)N2CCCCC2)ccc1N1CCOCC1
Compound,49,50,51,52,53,54,55,56
FAS TE block,3,-4,-11,16,-2,-2,-4,-9
MLLE-PAM2 inh,-12,-13,-2,1,-3,-7,4,3
SKN-1 block,5,40*,16,24,4,5,14,22
Neddylation inh,i,i,i,i,i,i,i,i
CendR NRP1 mod,-6,8,-6,10,-4,2,10,-3
Rin1 Abl inh,0,4,3,-1,-4,2,1,-1
bovine MsrA act,-4,-7,-6,-2,-2,-2,-3,-5
MT1-MMP act inh,1,2,-4,4,2,-1,5,-1
E coli Lon inh,-12,4,-21,4,-11,3,4,-6

Screening data as filed in PubChem BioAssay.
